From PubChem BioAssay
Rpn11 inh – blocks the human proteasome subunit Rpn11; O00487; human 26S proteasome, Ub4-pepOG fluorescence polarization; 20S core pre-blocked with epoxomicin; AID 588493; calls only at 20 µM; 360,000 tested, 0.59% active;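 active = inhibition at 20 µM, scaled to each plate's controls, above about 33%, limit read from the data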
Target sequence (O00487 whole entry, looked up): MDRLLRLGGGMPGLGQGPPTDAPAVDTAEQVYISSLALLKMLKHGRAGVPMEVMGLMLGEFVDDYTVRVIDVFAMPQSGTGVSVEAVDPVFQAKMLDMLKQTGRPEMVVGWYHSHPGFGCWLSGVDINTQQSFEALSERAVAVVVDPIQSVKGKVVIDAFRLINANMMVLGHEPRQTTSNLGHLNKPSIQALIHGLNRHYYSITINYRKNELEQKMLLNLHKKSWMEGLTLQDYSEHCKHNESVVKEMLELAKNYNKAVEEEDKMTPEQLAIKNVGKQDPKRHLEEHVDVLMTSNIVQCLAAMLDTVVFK
SKN-1 block – C. elegans SKN-1 inhibition; AID 624304; inhibition, % at 21.8 µM; 360,000 tested, 0.49% active; C. elegans VP596 Pgst-4::GFP/RFP ratio, acrylamide-induced, 24 h;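 active = interference check ratio from 0.5 to 1.5 plus GFP to RFP signal ratio inhibition reaching or exceeding a fixed threshold, cut at about 30% in these data, passing the limit was not always enough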; note: some compounds called inactive have numbers as strong as hits
Neddyl block – blocks human cullin neddylation | calls only at 25 µM | TR-FRET cullin neddylation, biochemical | AID 651699 | 360,000 tested, 0.58% active; in the data active = inhibition above about 36%
CSN inh – blocks human CSN-mediated cullin deneddylation | Q92905 | Purified CSN, SCF-Nedd8-OG deneddylation, fluorescence polarization | inhibition, % at 12.5 µM | 360,000 tested, 0.38% active | AID 651999;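 active = pattern-corrected inhibition above about 35%, with an unprinted fluorescence ratio check between 0.5 and 1.5, limit read from the data, passing the limit was not always enough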;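 note: 0% = enzyme with substrate and 100% = substrate without enzyme; some results filed as inactive read as strong as hits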
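Test system: Human Csn5 produced in HEK293T cells | Compound: 12.5 µM single point | Times: 90 min, room temperature | Signal: Fluorescence polarization readout | Read-out basis: % inhibition of substrate cleavage by Csn5 | Controls: no-enzyme wells high, enzyme-with-substrate wells low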
NadD block – blocks S. aureus nicotinate mononucleotide adenylyltransferase | purified NadD enzyme, colorimetric absorbance read-out | inhibition, % at 20 µM | 360,000 tested, 0.78% active | AID 602399; in the data active = inhibition above about 26%; note: some compounds past the cut are filed as inactive
Rin1 Abl inh – blocks binding of human Rin1 to Abl; P00519+Q13671; TR-FRET Rin1/Abl binding, biochemical; inhibition, % at 7.35 µM; 360,000 tested, 0.4% active; in the data active = inhibition above about 5%, passing the limit was not always enough
FAS-TE inh – inhibitors of human fatty acid synthase thioesterase domain; 360,000 tested, 0.67% active; P49327; inhibition, % at 15 µM; recombinant FAS-TE, OMFH fluorogenic substrate, fluorescence endpoint;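 active = compounds whose normalised, plate-corrected inhibition of enzyme fluorescence in the single-dose primary screen is 50% or more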;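 note: 0% = DMSO with enzyme and 100% = substrate without enzyme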
MT1-MMP act inh – MT1-MMP (human) activation inhibition | P50281 | HT1080 RFP-PRO-GFP cells, GFP/RFP ratio fluorescence, overnight; percent of plate control window, DMSO zero | GFP/RFP ratio change, % at 20 µM | 360,000 tested, 0.061% active | AID 651647;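 active = GFP/RFP ratio change of at least 30% with cell ATP level not reduced by more than half and red fluorescence within 50% of control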; note: strong numbers were not always called active
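system = RFP-PRO-GFP reporter HT1080 cells | dosing = 20 µM single dose, 1% DMSO | timing = overnight cell settling, then overnight compound exposure, 37 °C, 5% CO2 | read-out basis = GFP/RFP fluorescence ratio | controls = DMSO and RFP-L50D-GFP cell wells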
PABP1 MLLE inh – blocks PAM2 peptide binding to the PABP1 MLLE domain; inhibition, % at 20 µM; 360,000 tested, 0.36% active; AID 588489; GST-MLLE / FITC-PAM2 fluorescence polarization; P11940; in the data active = inhibition above about 35%, passing the limit was not always enough;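 note: plate controls were DMSO wells with GST-MLLE for no effect and wells lacking GST-MLLE protein for full effect; some results filed as inactive read as strong as hits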
Target sequence (P11940 whole entry, looked up, the tested form may be a part): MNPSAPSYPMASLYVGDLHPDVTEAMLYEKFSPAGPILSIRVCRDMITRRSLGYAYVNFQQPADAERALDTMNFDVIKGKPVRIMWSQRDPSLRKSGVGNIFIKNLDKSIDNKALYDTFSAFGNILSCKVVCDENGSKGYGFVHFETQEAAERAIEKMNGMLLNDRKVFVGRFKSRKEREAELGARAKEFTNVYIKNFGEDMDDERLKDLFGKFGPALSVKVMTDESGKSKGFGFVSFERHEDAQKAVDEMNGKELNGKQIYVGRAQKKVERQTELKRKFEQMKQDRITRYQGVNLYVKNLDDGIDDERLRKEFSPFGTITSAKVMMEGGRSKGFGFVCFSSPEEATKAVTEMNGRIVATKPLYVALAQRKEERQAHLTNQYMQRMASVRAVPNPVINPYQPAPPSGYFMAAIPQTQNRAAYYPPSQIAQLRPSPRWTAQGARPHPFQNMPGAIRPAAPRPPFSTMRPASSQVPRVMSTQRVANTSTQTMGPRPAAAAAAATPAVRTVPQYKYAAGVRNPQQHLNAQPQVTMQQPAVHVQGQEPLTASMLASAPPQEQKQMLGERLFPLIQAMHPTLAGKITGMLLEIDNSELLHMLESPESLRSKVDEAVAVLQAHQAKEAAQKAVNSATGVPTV
The depositor's hits bear a star.

What do the screens show for `CN[C@H]1C[C@H]2c3[nH]c4ccccc4c3CCN2C(=O)[C@H]1[C@H](C)O`?
Rpn11 inh: inactive; SKN-1 block: -4; CSN inh: 11; NadD block: -5; Rin1 Abl inh: 1; FAS-TE inh: -10; MT1-MMP act inh: 3; PABP1 MLLE inh: -9

What do the screens show for `CCC[C@@H](CN1CCC[C@H]1CN1C(N)=NC[C@@H]1Cc1ccccc1)N1C[C@@H](Cc2ccccc2)N(CCc2ccc(Cl)c(Cl)c2)C1=N`?
Rpn11 inh: inactive; SKN-1 block: -14; Neddyl block: inactive; CSN inh: 1; NadD block: 12; Rin1 Abl inh: 0; FAS-TE inh: -124; MT1-MMP act inh: -2; PABP1 MLLE inh: -1

What do the screens show for `CN1C(=O)Cc2cc(S(=O)(=O)Nc3ccc(N4CCOCC4)cc3)ccc21`?
Rpn11 inh: inactive; SKN-1 block: 18; Neddyl block: inactive; CSN inh: 3; NadD block: 6; Rin1 Abl inh: 1; FAS-TE inh: 3; MT1-MMP act inh: -2; PABP1 MLLE inh: 5

What do the screens show for `Cc1cc(Br)ccc1SCC(=O)OCC(O)=C(C#N)c1nc2ccccc2[nH]1`?
Rpn11 inh: inactive; SKN-1 block: 6; Neddyl block: inactive; CSN inh: 18; NadD block: 11; Rin1 Abl inh: 2; FAS-TE inh: 7; MT1-MMP act inh: 2; PABP1 MLLE inh: -35

What do the screens show for `Cc1cc(NC(=O)CSc2ccccn2)cc(NC(=O)CSc2ccccn2)c1`?
Rpn11 inh: inactive; SKN-1 block: -10; Neddyl block: inactive; CSN inh: 2; NadD block: 2; Rin1 Abl inh: -4; FAS-TE inh: 0; MT1-MMP act inh: 5; PABP1 MLLE inh: -5

What do the screens show for `CCCN(CCC)CCNC(=O)c1cc2c(=O)n(CC)c3ccccc3c2s1`?
Rpn11 inh: inactive; SKN-1 block: 3; CSN inh: 2; NadD block: -4; Rin1 Abl inh: -3; FAS-TE inh: -2; MT1-MMP act inh: 3; PABP1 MLLE inh: -7

Results for Cn1ccnc1SC(C(=O)O)c1ccccc1 (stereo not given) ?
Rpn11 inh: inactive; SKN-1 block: 4; Neddyl block: inactive; CSN inh: 5; NadD block: -3; Rin1 Abl inh: 2; FAS-TE inh: -9; MT1-MMP act inh: 3; PABP1 MLLE inh: 0

How did CC(=NO)C1CCC2C3CCC4CC(=NO)CCC4(C)C3C(C)(O)CC12C (stereo not given) do in these assays?
Rpn11 inh: inactive; SKN-1 block: 15; Neddyl block: inactive; CSN inh: 2; NadD block: -2; Rin1 Abl inh: 1; FAS-TE inh: -26; MT1-MMP act inh: -6; PABP1 MLLE inh: 1

How did CCC(C)C(NC(=O)c1ccccc1NC(=O)c1ccc(OC)cc1)C(=O)NCc1ccco1 (stereo not given) do in these assays?
Rpn11 inh: inactive; SKN-1 block: 7; Neddyl block: inactive; CSN inh: 4; NadD block: -9; Rin1 Abl inh: 1; FAS-TE inh: -10; MT1-MMP act inh: -1; PABP1 MLLE inh: -9

What do the screens show for `CC(=O)c1ccc(NC(=O)CSc2nc(C)cc(C)c2C(N)=O)cc1`?
Rpn11 inh: inactive; SKN-1 block: 0; Neddyl block: inactive; CSN inh: -2; NadD block: 2; Rin1 Abl inh: 4; FAS-TE inh: -7; MT1-MMP act inh: 11; PABP1 MLLE inh: 2

What do the screens show for `Cc1ccc(C(=O)O/N=C/C2=C(Cl)c3ccccc3CC2)cc1`?
Rpn11 inh: inactive; SKN-1 block: -14; Neddyl block: inactive; CSN inh: 6; NadD block: -6; Rin1 Abl inh: 1; FAS-TE inh: 25; MT1-MMP act inh: -3; PABP1 MLLE inh: -6

How did CCCS(=O)(=O)NC(=O)C1(C)CCCN(C(=O)c2nc(C)oc2C)C1 (stereo not given) do in these assays?
Rpn11 inh: inactive; SKN-1 block: 16; Neddyl block: inactive; CSN inh: 1; NadD block: -9; Rin1 Abl inh: -2; FAS-TE inh: -12; MT1-MMP act inh: 1; PABP1 MLLE inh: -2

What do the screens show for `O=C(Nc1nnc(-c2ccncc2)o1)C1CCCCC1`?
Rpn11 inh: inactive; SKN-1 block: 6; Neddyl block: inactive; CSN inh: -6; NadD block: 2; Rin1 Abl inh: 0; FAS-TE inh: -6; MT1-MMP act inh: 2; PABP1 MLLE inh: -2

How did COc1ccc(NC(=S)N(CCC(C)C)C(C)c2ccncc2)cc1 (stereo not given) do in these assays?
Rpn11 inh: inactive; SKN-1 block: -9; Neddyl block: inactive; CSN inh: -7; NadD block: 0; Rin1 Abl inh: 1; FAS-TE inh: -3; MT1-MMP act inh: 2; PABP1 MLLE inh: -63

Results for Cc1ccc2cc(C3CC(c4cccs4)=NN3S(C)(=O)=O)c(Cl)nc2c1 (stereo not given) ?
Rpn11 inh: inactive; SKN-1 block: 8; Neddyl block: inactive; CSN inh: -2; NadD block: -1; Rin1 Abl inh: -1; FAS-TE inh: 9; MT1-MMP act inh: -1; PABP1 MLLE inh: 9

What do the screens show for `O=S(=O)(c1ccc(F)c(F)c1)N1CCN(S(=O)(=O)c2cccs2)CC1`?
Rpn11 inh: inactive; SKN-1 block: -2; Neddyl block: inactive; CSN inh: -1; NadD block: -7; Rin1 Abl inh: -2; FAS-TE inh: -11; MT1-MMP act inh: -1; PABP1 MLLE inh: -1

How did CC(=O)c1ccc(S(=O)(=O)NCCC(=O)OCC(=O)N(Cc2ccccc2)C(C)(C)C)cc1 do in these assays?
Rpn11 inh: inactive; SKN-1 block: -6; Neddyl block: inactive; CSN inh: 1; NadD block: -10; Rin1 Abl inh: 2; FAS-TE inh: 14; MT1-MMP act inh: 2; PABP1 MLLE inh: -7

How did O=C(c1ccc(-c2ccccc2Cl)o1)N1CCCCCCC1 do in these assays?
Rpn11 inh: inactive; SKN-1 block: 0; Neddyl block: inactive; CSN inh: 2; NadD block: -6; Rin1 Abl inh: 2; FAS-TE inh: 23; MT1-MMP act inh: -8; PABP1 MLLE inh: 4

How did CN1CCN(NC(=O)c2cc(-c3ccc(Br)s3)nc3ccccc23)CC1 do in these assays?
Rpn11 inh: inactive; SKN-1 block: 25; Neddyl block: inactive; CSN inh: 8; NadD block: 2; Rin1 Abl inh: -27; FAS-TE inh: 2; MT1-MMP act inh: -1; PABP1 MLLE inh: -22

How did O=C1C(Cl)=C(N2CCCC2)C(=O)N1c1ccccc1F do in these assays?
Rpn11 inh: inactive; SKN-1 block: 20; Neddyl block: inactive; CSN inh: 3; NadD block: -6; Rin1 Abl inh: -3; FAS-TE inh: -1; MT1-MMP act inh: -2; PABP1 MLLE inh: 21

What do the screens show for `N#Cc1cnn(-c2ccccc2)c1NC(=O)CN1CCOCC1`?
Rpn11 inh: inactive; SKN-1 block: -3; Neddyl block: inactive; CSN inh: -3; NadD block: 0; Rin1 Abl inh: 1; FAS-TE inh: -4; MT1-MMP act inh: 2; PABP1 MLLE inh: 10

How did CCOC(=O)C1CCN(C(=O)COC(=O)c2ccc([N+](=O)[O-])o2)CC1 do in these assays?
Rpn11 inh: inactive; SKN-1 block: 14; Neddyl block: inactive; CSN inh: 0; NadD block: -3; Rin1 Abl inh: 4; FAS-TE inh: 0; MT1-MMP act inh: -1; PABP1 MLLE inh: -4

What do the screens show for `N#CC1=C(S)N(c2ccccc2)C2(CCCCC2)NC1=O`?
Rpn11 inh: inactive; SKN-1 block: 7; Neddyl block: inactive; CSN inh: -4; NadD block: -2; Rin1 Abl inh: 1; FAS-TE inh: -11; MT1-MMP act inh: -2; PABP1 MLLE inh: 7

How did CCCCOC1(c2ccccc2)OC(=O)c2ccccc21 (stereo not given) do in these assays?
Rpn11 inh: inactive; SKN-1 block: 7; Neddyl block: inactive; CSN inh: 6; NadD block: -1; Rin1 Abl inh: -2; FAS-TE inh: 27; MT1-MMP act inh: 6; PABP1 MLLE inh: 11

Results for CCOC(=O)C1=C(C)NC(=O)NC1c1ccc(-c2ccc(Cl)cc2)o1 (stereo not given) ?
Rpn11 inh: inactive; SKN-1 block: 20; Neddyl block: inactive; CSN inh: 14; NadD block: -7; Rin1 Abl inh: 0; FAS-TE inh: -2; MT1-MMP act inh: -1; PABP1 MLLE inh: 4

How did O=S(=O)(/N=C(/Nc1ccccc1)c1ccccc1O)c1ccccc1 do in these assays?
Rpn11 inh: inactive; SKN-1 block: -8; Neddyl block: inactive; CSN inh: 0; NadD block: 3; Rin1 Abl inh: 2; FAS-TE inh: -2; MT1-MMP act inh: 7; PABP1 MLLE inh: 4

How did CC1CCc2c(sc3nc(CN4CCOCC4)nc(NS(=O)(=O)c4cccc([N+](=O)[O-])c4)c23)C1 (stereo not given) do in these assays?
Rpn11 inh: inactive; SKN-1 block: 15; Neddyl block: inactive; CSN inh: -3; NadD block: 22; Rin1 Abl inh: 0; FAS-TE inh: 19; MT1-MMP act inh: 9; PABP1 MLLE inh: -8

How did O=C(c1cc(S(=O)(=O)N2CCOCC2)ccc1Cl)N1CCCCC1CO (stereo not given) do in these assays?
Rpn11 inh: inactive; SKN-1 block: 4; Neddyl block: inactive; CSN inh: -2; NadD block: 0; Rin1 Abl inh: 1; FAS-TE inh: -7; MT1-MMP act inh: 0; PABP1 MLLE inh: -2

What do the screens show for `CCCCCCc1nc2ccccc2c(=O)n1N`?
Rpn11 inh: inactive; SKN-1 block: 18; Neddyl block: inactive; CSN inh: 1; NadD block: -4; Rin1 Abl inh: 0; FAS-TE inh: 0; MT1-MMP act inh: -2; PABP1 MLLE inh: -8

How did CCC(=O)Nc1ccc(NCc2cccs2)cc1 do in these assays?
Rpn11 inh: inactive; SKN-1 block: 12; Neddyl block: inactive; CSN inh: 1; NadD block: 7; Rin1 Abl inh: -2; FAS-TE inh: -3; MT1-MMP act inh: 7; PABP1 MLLE inh: -1

How did C=C(C)COc1ccc(-c2[nH]ncc2-c2ccc(Br)cc2)c(O)c1 do in these assays?
Rpn11 inh: inactive; SKN-1 block: 2; Neddyl block: inactive; CSN inh: 6; NadD block: 2; Rin1 Abl inh: -3; FAS-TE inh: -18; MT1-MMP act inh: -1; PABP1 MLLE inh: -10

What do the screens show for `COc1ccc(NC(=O)CN(C)C(=O)c2cc(-c3cccs3)nn2-c2ccccc2)cc1`?
Rpn11 inh: inactive; SKN-1 block: 24; Neddyl block: inactive; CSN inh: 3; NadD block: -8; Rin1 Abl inh: -1; FAS-TE inh: 7; MT1-MMP act inh: 2; PABP1 MLLE inh: -16

How did CC1(C(=O)Nc2cccc3cccnc23)CCN1Cc1ccc(-c2ccccc2)o1 (stereo not given) do in these assays?
Rpn11 inh: inactive; SKN-1 block: 6; Neddyl block: inactive; CSN inh: 4; NadD block: 6; Rin1 Abl inh: -1; FAS-TE inh: 6; MT1-MMP act inh: 6; PABP1 MLLE inh: 23

An excerpt from above in order of SMILES length, high to low.
What do the screens show for `CCC[C@@H](CN1CCC[C@H]1CN1C(N)=NC[C@@H]1Cc1ccccc1)N1C[C@@H](Cc2ccccc2)N(CCc2ccc(Cl)c(Cl)c2)C1=N`?
Rpn11 inh: inactive; SKN-1 block: -14; Neddyl block: inactive; CSN inh: 1; NadD block: 12; Rin1 Abl inh: 0; FAS-TE inh: -124; MT1-MMP act inh: -2; PABP1 MLLE inh: -1

What do the screens show for `CC(=O)c1ccc(NC(=O)CSc2nc(C)cc(C)c2C(N)=O)cc1`?
Rpn11 inh: inactive; SKN-1 block: 0; Neddyl block: inactive; CSN inh: -2; NadD block: 2; Rin1 Abl inh: 4; FAS-TE inh: -7; MT1-MMP act inh: 11; PABP1 MLLE inh: 2

What do the screens show for `N#CC1=C(S)N(c2ccccc2)C2(CCCCC2)NC1=O`?
Rpn11 inh: inactive; SKN-1 block: 7; Neddyl block: inactive; CSN inh: -4; NadD block: -2; Rin1 Abl inh: 1; FAS-TE inh: -11; MT1-MMP act inh: -2; PABP1 MLLE inh: 7

Not a hit list; overall some 3.9% were active at least once.
